Lipid storage S3 = qHTS Assay for Lipid Storage Modulators in Drosophila S3 Cells; Drosophila S3 cells, BODIPY lipid droplet fluorescence, 18-24 h; cells fed with added oleic acid; Potency in µM for hits, for the others lipid storage change, negative = inhibition, % at the top dose, mostly 46.1 µM; 0.64% of 320,000 active; active means well fitted inhibition curve with a large enough effect in the signal ratio, with a control signal flat, not every such curve was filed as active; inconclusive means small, poorly fitted or top-dose-only effect, or effect the other way, or a change in a side signal; the % refers to the signal ratio
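Drosophila S3 cells loaded with oleic acid (400 uM, as added) and compounds at several concentrations; lipid droplets imaged by 488-nm laser-scanning cytometry, 500–530 nm intensity and object ratio to cell channel. Percent activity normalized to 20 uM Triacsin C.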
Lipid storage S3 cell count max = recorded beside Lipid storage S3, whose call it bears; cell number change, %; measured here: cell count max response;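 cells counted by Cell Tracker Red CMTPX staining in the red channel; peak over a dose series mostly up to 46.1 µM; percent activity relative to internal control wells on each plate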
An asterisk follows results filed as active; i = inactive; ? = inconclusive; . = not tested or not shown. On the % scale 0 is the no-effect control and ±100 the full control effect; potency means the concentration at half of the fitted maximal effect. These rows are one share of the data. The share of hits here may be higher or lower than overall.

Below each SMILES – Lipid storage S3, Lipid storage S3 cell count max
COc1ccc(CN2CCC(=O)N([C@H](CO)CC(C)C)CC2)cc1OC
 : ?, .
CCSc1ccccc1-c1nc(-c2ccncc2)no1
 : ?, .
Clc1ccc(Cc2ccc(Cl)nn2)c(Cl)c1
 : 6%, 16
COC(=O)CN1C(=O)COc2ccc(S(=O)(=O)NCc3ccc(Cl)cc3)cc21
 : i, 4
COC(=O)C(C(=O)Nc1cc(C)on1)C1CCCCCC1 (configuration not stated)
 : 20%, 12
COc1ccccc1CCNC(=O)Cn1c(=O)oc2ccccc21
 : i, 21
O=C(CCN1C(=O)C2C3CCC(C3)C2C1=O)Nc1ccc([N+](=O)[O-])cc1 (configuration not stated)
 : ?, .
O=C(CCc1ccccc1)NNc1cc(N2CCCCC2)nc(N2CCCCC2)n1
 : 4%, 24
ClCCCc1cn(C[C@H]2CC[C@@H]([C@@H]3CC[C@H](Cn4cc(CCCCl)nn4)O3)O2)nn1
 : -19%, 8
CCOc1ccc(CSC2=NCCN2)cc1[N+](=O)[O-]
 : -12%, .
CCN(CC(=O)NCc1ccc(Cl)cc1)C(=O)COc1ccc(Cl)cc1Br
 : ?, .
S=c1[nH]nc(COc2ccccc2)n1/N=C/C(Cl)=C/c1ccccc1
 : ?, .
Cc1cccc(NC(=O)c2ccc(C3SCC(=O)N3CCc3ccccc3)cc2)c1C (configuration not stated)
 : i, 21
CNc1ncnc2sc(-c3ccccc3)cc12
 : -8%, -2
OCc1nc2nc(Cl)c(Cl)nc2[nH]1
 : ?, .
CCOC(=O)c1nn(-c2ccc(OCC)cc2)c2nc(-c3ccco3)c(C#N)c(=O)n12
 : 8%, 16
C=CCn1c(COc2ccccc2F)nnc1SCC(=O)Nc1cc2oc3ccccc3c2cc1OC
 : ?, .
COc1cccc(CN(C)Cc2cc(=O)oc3cc(O)c(Cl)cc23)c1
 : -5%, 0
O=C(CSc1nnc(-c2ccco2)o1)NC(=O)Cc1ccccc1
 : i, 3
CCc1ccc(NC(=O)N(CCCN2CCOCC2)C(C)c2cc3cccc(OC)c3o2)cc1 (configuration not stated)
 : i, 4

A second format for part of the listing above.
ClCCCc1cn(C[C@H]2CC[C@@H]([C@@H]3CC[C@H](Cn4cc(CCCCl)nn4)O3)O2)nn1
- Lipid storage S3: -19%
- Lipid storage S3 cell count max: 8
CCOc1ccc(CSC2=NCCN2)cc1[N+](=O)[O-]
- Lipid storage S3: -12%
- Lipid storage S3 cell count max: .
CCN(CC(=O)NCc1ccc(Cl)cc1)C(=O)COc1ccc(Cl)cc1Br
- Lipid storage S3: ?
- Lipid storage S3 cell count max: .

Remaining list, next part:
Below each SMILES – Lipid storage S3, Lipid storage S3 cell count max
COc1ccc(NC(=O)N2CCCC(c3nc(-c4ccc(OC)cc4)no3)C2)cc1 (configuration not stated)
 : 3%, 7
COc1cc(OC)c(NC(=O)c2cccc(F)c2)cc1Cl
 : ?, .
Cc1cc(C)c(C(=O)Cn2cnc3cc([N+](=O)[O-])ccc3c2=O)cc1C
 : ?, .
CS(=O)(=O)N(CC(=O)O)c1ccc(Oc2ccccc2)cc1
 : i, -6
O=C(/C=C1\C(=O)Nc2ccccc21)/C=C1\C(=O)Nc2ccccc21
 : ?, .
Cc1ccc2[nH]c(=O)c(C3C(C#N)=C(N)Oc4c3ccc3cccnc43)cc2c1 (configuration not stated)
 : ?, .
CCN(CC(=O)Nc1ccc2c(c1)CCC2)Cc1nc2ccccc2c(=O)[nH]1
 : ?, .
O=C(Nc1ccccc1Cl)c1ccc(=O)[nH]n1
 : 6%, 7
O=C(c1ccccc1)c1cccc[n+]1[O-]
 : i, 7
Cc1ccc(-c2cc(C(=O)Nc3nccs3)c3ccccc3n2)c(C)c1
 : -5%, -8
COc1ccccc1-c1nc(NC(C)=O)n[nH]1
 : ?, .
CC1CN(c2nc3c(c(=O)n(C)c(=O)n3C)n2Cc2c(F)cccc2Cl)CC(C)O1 (configuration not stated)
 : ?, .
O=C(CN1CCCC1c1ccc2c(c1)OCCO2)NC(=O)Nc1ccccc1 (configuration not stated)
 : ?, .
COc1ccc2cc(C(=O)NCc3ccccc3CN3CCCC3)ccc2c1
 : ?, .
Cc1cc(NC(=O)CSCC(=O)Nc2ccccc2N2CCCCC2)no1
 : ?, .
OCC[C@@H]1C[C@H](O)[C@@H](O)[C@]2(OCc3ccccc32)O1
 : ?, .
Cc1cccc2sc(NC(=O)c3ccc(Cl)s3)nc12
 : -5%, -13
N=c1c(C(=O)NC2CCCCC2)cc2c(=O)n3ccccc3nc2n1CC1CCCO1 (configuration not stated)
 : ?, .
Cn1c(CNC(=O)c2cccs2)nnc1SCC(=O)Nc1ccccc1
 : 1%, 14
Cc1oc(-c2ccc(Cl)cc2)nc1CN1CCCN(C(=O)c2ccco2)CC1
 : i, 27

A different layout for 4 compounds above.
Structure: Cc1oc(-c2ccc(Cl)cc2)nc1CN1CCCN(C(=O)c2ccco2)CC1
  Lipid storage S3: i
  Lipid storage S3 cell count max: 27
Structure: COc1ccc2cc(C(=O)NCc3ccccc3CN3CCCC3)ccc2c1
  Lipid storage S3: ?
  Lipid storage S3 cell count max: .
Structure: CC1CN(c2nc3c(c(=O)n(C)c(=O)n3C)n2Cc2c(F)cccc2Cl)CC(C)O1 (configuration not stated)
  Lipid storage S3: ?
  Lipid storage S3 cell count max: .
Structure: COc1ccc(NC(=O)N2CCCC(c3nc(-c4ccc(OC)cc4)no3)C2)cc1 (configuration not stated)
  Lipid storage S3: 3%
  Lipid storage S3 cell count max: 7

Next part:
Below each SMILES – Lipid storage S3, Lipid storage S3 cell count max
O=C(CCN1CCOCC1)N1CCc2c([nH]c3ccccc23)C1c1cccc(Cl)c1 (configuration not stated)
 : 9%, 2
O=C(CSCc1cccc(Br)c1)N=Nc1c(O)[nH]c2ccccc12
 : -4%, -25
COc1ccc(/C=C/C(=O)C2CC2)cc1Cn1nc(C)c([N+](=O)[O-])c1C
 : ?, .
O=C(/C=C/c1ccc(Cl)c([N+](=O)[O-])c1)Nc1cccnc1
 : i, .
COc1cc(/C=N/NC(=O)C(N)=O)ccc1OCC(=O)N1C(C)CCCC1C (configuration not stated)
 : ?, .
COc1cc(OC)c(OC)cc1/C=N/Nc1ccc(Cl)nn1
 : 1%, 7
CCCNC(=O)c1ccc(COc2ccc(Cl)cc2)o1
 : i, -23
COc1ccc(Cc2cnc(N)s2)cc1
 : ?, .
COc1cc(/C=N/NC(N)=O)cc(Br)c1OCc1ccc(C)cc1
 : ?, .
NC(=O)CCC(NC(=S)Nc1ccccc1)C(=O)O (configuration not stated)
 : -9%, -6
COc1ccccc1/C=C/C(=O)OCCCN(C)C
 : ?, .
COc1ccc(CNC(=O)CCCn2nc(C)n3c(cc4sccc43)c2=O)cc1
 : ?, .
Cc1ccc(OCCNC(=O)/C=C/c2ccc([N+](=O)[O-])cc2)cc1C
 : -6%, 0
O=C(O)CCC(=O)N1CCc2c([nH]c3ccccc23)C1C(F)(F)F (configuration not stated)
 : ?, .
CCOC(=O)c1[nH]c2cc3c(cc2c1NC(=O)CN1CCC(C)CC1)OCO3
 : -6%, -16
Cc1cc(C)nc(SC2CCCCC2O)n1 (configuration not stated)
 : i, 14
Nc1cc(=O)[nH]c(SCc2ccc(Cl)cc2)n1
 : ?, .
COc1ccc(S(=O)(=O)N(C)c2ccc(C(=O)Nc3cccnc3)cc2)cc1
 : ?, .
O=C(O)c1ccccc1C(=O)Nc1cc(C(F)(F)F)ccc1N1CCCC1
 : 12%, -3
COc1ccc([N+](=O)[O-])cc1-c1[nH]c(-c2ccc(C(=O)O)cc2)nc1-c1ccccc1
 : 20%, -1
Nn1cnc2scc(-c3cccs3)c2c1=O
 : i, .
c1ccc(-c2cc3c(N4CCCC4)ncnc3s2)cc1
 : -1%, .
Cc1nc(C)c(CC(=O)N/N=C/c2ccc(O)cc2)c(=O)[nH]1
 : ?, .
CC(C)CN1CCC(=O)N([C@H](COc2ccccc2)c2ccccc2)CC1
 : -19%, 21
CC(=O)Oc1c(C)cc(O)c2ccccc12
 : i, -9
CC(=O)c1ccc(NC(=O)[C@@H]2CCCN2C2=NS(=O)(=O)c3ccccc32)cc1
 : ?, .
COC(=O)C(NC(=O)c1ccco1)(Nc1ccc(Br)cn1)C(F)(F)F (configuration not stated)
 : ?, .
Cc1ccc(Cn2nnc3c(=O)[nH]c(C4CCN(C(=O)Cc5cccs5)CC4)nc32)cc1
 : -15%, -18
Cc1ccc(S(=O)(=O)Cn2nnnc2C(C)N2CCN(C(=O)c3ccco3)CC2)cc1 (configuration not stated)
 : ?, .
O=C(Cc1ccccc1)NC(=S)Nc1ccc2oc(-c3ccccc3F)nc2c1
 : 13%, -6
NC(=O)C(CC(=O)O)NC(=O)[C@@H]1CCOc2c(I)cc([N+](=O)[O-])cc2C(=O)N[C@@H](CO)C(=O)N[C@@H](Cc2ccc(O)cc2)C(=O)N1 (some centres not stated)
 : -5%, 5
O=C(NCc1ccccc1)C(c1ccco1)N(C(=O)c1cnccn1)c1ccc(F)cc1 (configuration not stated)
 : -2%, 0
COCc1nnc(NC(=O)CC(C)C)s1
 : 1%, 3
COc1ccc2[nH]c(C(=O)N3CCN(Cc4ccccc4)CC3)cc2c1OC
 : ?, .
CCS(=O)(=O)C1=NN2C(=N)/C(=C\c3ccc(SCc4ccco4)o3)C(=O)N=C2S1
 : ?, .
CCC(=O)Nc1cccc(-c2nc3ccccc3o2)c1
 : ?, .
COc1cc(C2/C(=C(/O)c3ccc(F)cc3)C(=O)C(=O)N2CCCC(=O)O)ccc1O (configuration not stated)
 : 12%, 3
CN(Cc1ccccc1F)C(=O)CNC(=O)Cc1cccc2ccccc12
 : ?, .
Cc1ccccc1CSc1nc2n(n1)C(c1cccs1)C1=C(CCCC1=O)N2 (configuration not stated)
 : ?, .
CCOCCCNC(=O)c1cn(C)c2ccc(S(=O)(=O)N3CCCCC3)cc2c1=O
 : ?, .

The last two compounds of the part above lead into the next.
Below each SMILES – Lipid storage S3, Lipid storage S3 cell count max
Cc1ccccc1CSc1nc2n(n1)C(c1cccs1)C1=C(CCCC1=O)N2 (configuration not stated)
 : ?, .
CCOCCCNC(=O)c1cn(C)c2ccc(S(=O)(=O)N3CCCCC3)cc2c1=O
 : ?, .
N#C/C(=C/c1cn(-c2ccccc2)nc1-c1cccc(S(=O)(=O)N2CCOCC2)c1)C(=O)NCc1ccco1
 : ?, .
CCCN1CCN(CCCNC(=O)c2ccc3nc(N4CCC(C)CC4)sc3c2)CC1
 : i, -11
Cc1cc(C)c(S(=O)(=O)NCc2ccccn2)c(C)c1
 : 8%, 5
Cc1ccc(S(=O)(=O)N2[C@@H](c3ccccc3)C(C(=O)O)=CC[C@H]2c2cccc(C)c2)cc1
 : 12%, -3
c1ccc(-c2cnnn2-c2ccccc2)cc1
 : ?, .
CC(C)N(Cc1nc(-c2ccccc2)no1)C(=O)c1ccc(Cl)cc1
 : ?, .
COc1cccc2c1nc(C)c1cc(C)oc12
 : ?, .
CCC1=NN2C(=N)/C(=C\c3ccc(OCCOc4ccc(NC(C)=O)cc4)cc3)C(=O)N=C2S1
 : ?, .
Oc1ccc(-c2c(-c3ccsc3)sc3ccccc23)cc1
 : ?, .
COc1cc([N+](=O)[O-])ccc1NC(=O)CSc1n[nH]c(C(C)C)n1
 : ?, .
Cc1cc(C)cc(OCC(O)CN2CCN(Cc3ccc4c(c3)OCO4)CC2)c1 (configuration not stated)
 : 11%, -22
Cn1nc(C(=O)NCCOc2ccccc2)c2ccccc2c1=O
 : 5%, .
Cc1ccc(C)c(OCC(=O)NNC(=O)C2CCC2)c1
 : 8%, -9
CCN(Cc1ccncc1)C(=O)c1cccs1
 : 3%, .
C/C(Cl)=C\Cn1c(N2CCCC2)nc2c1c(=O)[nH]c(=O)n2C
 : ?, .
COc1ccc(NC(=O)C2=C(C)NC(=S)NC2c2ccc(O)c(OC)c2)cc1 (configuration not stated)
 : -8%, 2
Cc1cc(Sc2nc(NC(C)(C)C)nc(N3CCOCC3)n2)nc(Cl)n1
 : 11%, 2
COc1ccccc1CCc1nnc(CCC(=O)NC(C)Cc2cccnc2)o1 (configuration not stated)
 : 2%, 7
Cc1c(OC(C)C(=O)NCCCN2CCOCC2)ccc2c3c(c(=O)oc12)CCCC3 (configuration not stated)
 : i, 8
CCOc1ccc(C(=O)Cc2cc(OC)c(OC)cc2[N+](=O)[O-])cc1
 : 16%, -4
CCOc1ccccc1-n1c(SCC(N)=O)nnc1-c1ccco1
 : ?, .
COc1ccc(S(=O)(=O)N2CCCCCC2)cc1NC(=O)c1ccccc1S(C)(=O)=O
 : 1%, 14
CC(C)(C)C(=O)CN1C(=O)NC2(CCOc3ccccc32)C1=O (configuration not stated)
 : ?, .
O=C(O)c1oc2ccccc2c1CN1CCN(c2ccccc2)CC1
 : i, 30
O=C(CSc1nc(C2CCCCC2)n(-c2ccccc2)n1)NCCN1C(=O)CSC1=O
 : i, .
COc1ccc(CCn2nnnc2C(c2ccc(C)cc2)N2CCN(C)CC2)cc1OC (configuration not stated)
 : 10%, 12
CCCCCCNC(=O)c1cccc(-c2ccc(C)c3ccccc23)n1
 : ?, .
CCOC(=O)c1cnc2ccc(C(=O)OC)cc2c1Nc1ccc2c(c1)OCCO2
 : -6%, -12
O=C(NCC1CCCO1)NC1CCCCC1 (configuration not stated)
 : ?, .
Cc1c(C#N)c(N)nc2c3c(sc12)NC(=O)CC3c1ccc(Cl)cc1 (configuration not stated)
 : ?, .

High-throughput results from PubChem.
